PTHR1 ag = PTHR1 (human) receptor agonism | AID 743266 | Q03431 | hit rate 0.075% among 410,000 | HEK293 GP2 PTHR1 cells, GloSensor cAMP luminescence, 1 h | Potency, µM (top dose mostly 115 µM), for the others: top-dose activation, usual class: activators; also: potency is read from the fitted curve at half-maximal effect; nearly all actives have a fitted effect of over 55% in size; some results filed as inactive show a strong effect at the top dose; inactives centre near -15; many of its hits are not listed in these tables
Target sequence (Q03431 whole entry, looked up): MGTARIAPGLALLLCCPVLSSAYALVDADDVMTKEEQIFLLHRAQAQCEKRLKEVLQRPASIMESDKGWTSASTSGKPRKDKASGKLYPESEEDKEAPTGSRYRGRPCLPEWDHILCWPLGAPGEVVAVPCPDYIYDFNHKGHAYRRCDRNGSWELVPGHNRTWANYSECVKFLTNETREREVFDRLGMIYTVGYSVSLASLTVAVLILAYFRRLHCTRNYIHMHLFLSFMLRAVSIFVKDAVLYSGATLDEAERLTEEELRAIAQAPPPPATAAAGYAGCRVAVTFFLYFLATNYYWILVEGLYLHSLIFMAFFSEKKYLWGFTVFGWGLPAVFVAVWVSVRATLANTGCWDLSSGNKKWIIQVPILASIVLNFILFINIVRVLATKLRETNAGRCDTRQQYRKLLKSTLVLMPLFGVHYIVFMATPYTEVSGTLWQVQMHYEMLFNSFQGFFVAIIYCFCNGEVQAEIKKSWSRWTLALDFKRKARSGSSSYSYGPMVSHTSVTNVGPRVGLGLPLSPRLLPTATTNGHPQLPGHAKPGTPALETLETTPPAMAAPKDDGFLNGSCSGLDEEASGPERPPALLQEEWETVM
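HEK-293-derived GP2 cells expressing PTHR1 and a GloSensor cAMP reporter, 3,000/well, plated overnight, given luciferin plus IBMX (each 0.5 mM as added) for 1 h at 37 °C, then compound for 1 h at 37 °C. Luminescence was read after 15 min at room temperature.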
Abeta rescue = restores growth of yeast expressing A-beta42 peptide. yeast expressing A-beta42, growth rescue, OD600, 48 h; response scale: 0% DMSO, 100% iron-clioquinol control. Potency, µM (top dose mostly 46.1 µM), without a hit: top-dose growth rescue, most hits filed as activators. hit rate 0.063% among 410,000. AID 1347071; also: potency is read from the fitted curve at half-maximal effect; nearly all actives have a fitted effect of over 55% in size
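Yeast A-beta toxicity model in growth medium with pinned compounds, 48 h at 30 C; growth read as absorbance at 600 nm. Normalized to FeCl3/clioquinol equimolar mix (positive) and DMSO (negative).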
TDP43 rescue = TDP-43 toxicity inhibition in yeast; TDP-43 expressing yeast growth rescue, BacTiter-Glo, 24 h; Potency, µM (top dose mostly 46.1 µM), for the others: at the highest dose growth rescue (activation), most hits filed as activators; hit rate 1.8% among 410,000; AID 652104; also: potency is read from the fitted curve at half-maximal effect; % of control where 0% means no effect; nearly all actives have a fitted effect of over 50% in size
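Growth rescue of TDP-43-toxic yeast measured as ATP luminescence (BacTiter-Glo). Cells grown to mid-log in raffinose, induced in galactose at OD600=0.02, exposed to compound 24 hr at 30 deg C.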
pAkt inh = inhibitors of Akt phosphorylation; Neuro2A IGF-stimulated pAkt S473 HTRF, 20 min; stronger effect = lower value; activity change, % for hits at 50 µM; hit rate 0.32% among 360,000; in the data active = activity change below about -80%; inconclusive = mostly about -51% to -80%; also: % is scaled to controls: 0 for no effect and ±100 for the full control effect
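Single-point screen (50 µM final compound) in Neuro2A cells stimulated 20 min with 6 nM IGF at 37 deg C. After lysis, Ser473-phosphorylated Akt read by HTRF (ex 330 nm, em 615/665 nm) as the 665/615 ratio.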
GLP1R inv ag = GLP-1 receptor (human) inverse agonism; P43220; AID 624417; hit rate 1.6% among 410,000; Potency, µM (top dose mostly 38.3 µM), for the others: top-dose activity change, negative = inhibition, usual class: inhibitors; HEK293 GLP-1R CRE-luciferase, luminescence, 24 h; GLP-1R form is constitutively active; also: potency is read from the fitted curve at half-maximal effect; % is scaled to controls: 0 for no effect and ±100 for the full control effect; nearly all actives have a fitted effect of over 55% in size
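Luminescence readout: a drop in cAMP-driven luciferase signal flags inverse agonism at a constitutively active GLP-1R stably expressed in HEK293. Compound exposure lasted 24 hr at 37 deg C, 5% CO2.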
FUS suppressor = suppressors of FUS proteinopathy in yeast. S. cerevisiae FUS-expressing, growth rescue, OD600, 24 h. Potency, µM (titrated, usually from 76.6 µM), for the others: at the top dose growth rescue (activation), most hits filed as activators. hit rate 0.24% among 390,000;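 also: potency is read from the fitted curve at half-maximal effect; plate controls were DMSO vehicle for no effect and reference control for full effect; nearly all actives have a fitted effect of over 55% in size; some results filed as inactive show a strong effect at the top dose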
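Steps: raffinose overnight preculture; dilution to OD 0.005 in 2% galactose minimal medium; compound addition (concentration series); 24hr at 30C, 99% humidity; absorbance read at 600 nm.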
D3 antag = D3 dopamine receptor (human) antagonism; max response, negative = inhibition, %; hit rate 2.5% among 360,000; D3R cells, DiscoveRx beta-arrestin luminescence, antagonist mode; stronger effect = lower value; in the data active = max response below about -50%; inconclusive = no clear call, values can overlap the other calls; also: % is scaled to controls: 0 for no effect and ±100 for the full control effect; mostly tested at two doses, the higher about 12 µM
Target sequence (P35462 whole entry, looked up): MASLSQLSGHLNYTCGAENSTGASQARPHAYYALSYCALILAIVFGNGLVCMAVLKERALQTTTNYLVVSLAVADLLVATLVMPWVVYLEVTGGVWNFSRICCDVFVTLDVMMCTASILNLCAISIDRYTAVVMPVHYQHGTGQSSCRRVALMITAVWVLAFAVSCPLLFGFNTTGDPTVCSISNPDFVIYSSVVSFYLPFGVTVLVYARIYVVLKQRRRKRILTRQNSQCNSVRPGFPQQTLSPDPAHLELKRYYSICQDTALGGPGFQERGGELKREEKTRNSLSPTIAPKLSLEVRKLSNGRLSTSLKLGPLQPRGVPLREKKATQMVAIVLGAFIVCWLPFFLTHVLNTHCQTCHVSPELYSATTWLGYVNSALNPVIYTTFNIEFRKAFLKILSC
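Cells plated overnight at 1500 cells/well, then exposed to library compounds with dopamine controls for 90 minutes at 37 degrees C. DiscoveRx reagent added for 30–60 minutes at room temperature; luminescence read, quantitative HTS format.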
GLP1R ag = activates the human GLP-1 receptor; P43220; HEK293 GLP-1R CRE-luciferase, luminescence, 4-6 h; cells express a hypersensitive GLP-1R form; Potency, µM (titrated, usually from 45.6 µM), without a hit: at the top dose activation, most hits filed as activators; hit rate 0.007% among 380,000; also: potency is read from the fitted curve at half-maximal effect; % of control where 0% means no effect
aSyn rescue = alpha-synuclein toxicity inhibition in yeast; Yeast expressing alpha-synuclein, growth rescue, BacTiter-Glo, 24 h; hit rate 0.14% among 370,000; Potency, µM (doses to about 46.1 µM), without a hit: at the top dose growth rescue (activation), most hits filed as activators; AID 652106; also: potency is read from the fitted curve at half-maximal effect; % of control where 0% means no effect; nearly all actives have a fitted effect of over 65% in size
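Screening used galactose-induced yeast with toxic alpha-synuclein levels, exposed to compound for 24 hr at 30 deg C. Cell growth, read with BacTiter-Glo luminescence, gave the measured signal.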
Active calls of the source: *; i = inactive; ? = inconclusive; . = not tested or not shown; [ ] = another dose, or the depositor's remark. Unless noted, calls follow the shape of the dose curve; as a rule, active = well fitted curve in the direction sought with a large enough effect; inconclusive = small, poorly fitted or top-dose-only effect, or another doubt; inactive = no such curve, though single readings can be large; an effect the other way counts as inactive or inconclusive.

SMILES	PTHR1 ag	Abeta rescue	TDP43 rescue	pAkt inh	GLP1R inv ag	FUS suppressor	D3 antag	GLP1R ag	aSyn rescue
C[C@]1(C(=O)O)C=C[C@@H](Cc2ccccc2)N1C(=O)c1ccccc1	-17.7%	-22.3%	-2.5%	i	10.6%	-1.4%	-9.6	-3.4%	1.4%
O=C(NCCN1CCOCC1)c1cc2cc(Br)ccc2oc1=O	-28.3%	3.9%	21.8%	i	-10.9%	-14.1%	9.3	-6.2%	-1.4%
C/C(Cc1ccccc1)=N\NC(=O)CNC(=O)c1cccc(Cl)c1	14.7%	3.2%	-4.5%	i	-26.1%	7.3%	15.0	1.8%	-0.8%
CC1(C(=O)Nc2cccc3cccnc23)CCN1Cc1ccccc1OC(F)F (configuration not stated)	-30.0%	3.3%	25.6%	i	?	23.2%	0.0	5.4%	-0.6%
C[C@@H]1CN([C@H](C)CO)S(=O)(=O)c2ccc(C#Cc3cccc(F)c3)cc2O[C@@H]1CN(C)C(=O)CN1CCOCC1	-27.6%	-1.9%	0.5%	i	-8.9%	13.5%	-8.0	-3.9%	0.8%
CC(C)C[C@H]1CN(CCCC[C@H]2CNC(=O)C(=O)N2CCc2ccccc2)C(=O)C(=O)N1CC1CCCCC1	-12.3%	-13.8%	-1.0%	i	23.7%	27.6%	6.1	2.8%	-4.0%
COc1cc(NC(=O)c2ncn[nH]2)cc(OC)c1OC	-21.7%	4.0%	16.5%	i	12.8%	-7.4%	-3.0	0.6%	-7.6%
CCOC(=O)c1cn2c(C)cccc2n1	-2.4%	4.9%	-21.1%[0.397 µM]	i	43.1%[activator]	-8.7%	16.7	8.5%	-5.2%
COCc1ccc(CN2CCCC(C(=O)Nc3ccccc3-c3ccc(OC)cc3)C2)o1 (configuration not stated)	1.3%	-1.0%	8.4%	i	-30.4%	11.9%	?	10.2%	4.3%
COc1cc(OC)cc(C(=O)N[C@H](C(=O)Nc2c(C)n(C)n(-c3ccccc3)c2=O)C(C)C)c1	i	10.3%	-1.2%	i	1.2%	.	19.8	0.8%	-3.2%
CC(C)=C(NC(=O)c1ccco1)C(=O)NCCc1nc2ccccc2[nH]1	-3.5%[57.5 µM]	-0.4%	2.1%	i	2.2%	9.1%	-11.6	-12.8%	-5.8%
Cc1ccc(OCCC(=O)Nc2ccc3c(c2)OCCCO3)cc1	-9.4%	-6.5%	?	i	-18.3%	.	3.0	0.8%	0.2%
COc1ccc(-c2nsc(SCC(=O)Nc3cc(C)on3)n2)cc1	-3.6%[57.5 µM]	26.8%	10.3%	-81.2%*	10.2%	-1.3%	-1.4	-7.0%	-7.6%
COc1cc(/C=C2\CCc3ccccc3C2=O)cc(OC)c1OC	-50.5%[inhibitor]	-10.9%	22.5%	i	?	18.4%	21.6	10.8%	-18.5%
COC(=O)/C=C\C(=O)Nc1cccc([N+](=O)[O-])c1	-1.9%	-92.8%[inhibitor]	?	i	?	-24.9%	?	-15.1%	-78.3%[inhibitor]
O=C1C2CCC(C(O)C2)N1Cc1ccccc1 (configuration not stated)	i	8.6%	4.3%	i	0.0%	0.1%	-10.9	-0.3%	2.5%
COC(=O)c1ccccc1NC(=O)Cn1c(=O)oc2ccc(Cl)cc21	0.0%[57.5 µM]	-0.7%	?	i	-11.5%	2.3%	-26.6	3.4%	1.6%
O=C(NC(=S)Nc1ccc(Cl)c(C(=O)O)c1)c1cccc(COc2ccccc2)c1	-43.3%[inhibitor]	9.5%	-2.6%	i	15.4%	-11.4%	-6.5	-1.1%	6.2%
O=C1/C(=C/c2cccnc2)CCc2c1[nH]c1ccccc21	-6.8%	4.8%	?	i	?	-2.1%	10.3	-2.6%	11.2%
NC(=O)c1nnn(-c2nonc2N)c1-c1ccc([N+](=O)[O-])cc1	i	0.5%	5.8%	i	3.8%	-30.1%	-3.2	-5.8%	-11.3%
CCN(CC)C(=O)Cn1c(=O)c2ccccc2n2c(=S)sc(-c3cccc(C)c3)c12	i	12.7%	15.9%	i	7.2%	.	-3.8	1.7%	1.5%
N#Cc1nc(-c2ccco2)oc1N1CCN(c2cccc(Cl)c2)CC1	-2.8%	13.3%	20.6%	i	-2.0%	14.2%	6.9	-0.1%	-12.7%
O=C(N/N=C/c1cccs1)/C(=C/c1ccccc1)NC(=O)c1ccccc1	i	-7.0%	-2.6%	i	1.2%	.	8.8	0.1%	0.0%
CC1=CC(C)(C)N(C(=O)CSc2ncn[nH]2)c2ccc(C)cc21	-10.9%	9.4%	-9.4%	i	-0.6%	-6.9%	9.0	-0.8%	0.5%
COc1ccc(CCCc2nnc(SCC(=O)Nc3ccc(Cl)cc3)o2)cc1	-21.4%	-3.1%	37.4%	.	-17.1%	11.7%	.	.	.
O=C(COC(=O)/C=C/c1cccc(F)c1)NC(=O)NC1CCCC1	-12.6%	29.2%	?	i	0.4%	.	7.8	-0.8%	16.8%
COc1ccccc1N1CCN(C2CCN(C(=O)c3cccc(F)c3)CC2)CC1	-24.2%	30.8%	21.1%	i	15.5%	.	-10.6	-2.2%	0.2%
COC(=O)c1cc(NC(=O)CSc2nc(C)cc(=O)[nH]2)cc(C(=O)OC)c1	?	8.7%	-11.9%	-105.8%*	-2.9%	22.2%	7.8	-3.2%	-0.3%
C/C(=N/NC(=O)CNC(=O)c1cccnc1)c1cccc([N+](=O)[O-])c1	-6.2%	-11.2%	13.3%[9.22 µM]	i	-9.4%[7.66 µM]	10.8%	6.1	1.5%	0.1%
O=C(NCc1ccccc1)c1ccc2c(c1)N(Cc1ccc(F)cc1)CCS2	-9.0%	-10.4%	-8.6%	.	5.62µM*	4.8%	.	.	.
COc1ccccc1CNC(=O)CNCC1CCCO1 (configuration not stated)	i	21.8%	-6.3%	i	-13.8%	-1.6%	-23.1	5.5%	-18.2%
CSc1ccc(-c2cc(=O)c3ccccc3o2)cc1	-37.3%[inhibitor][57.5 µM]	-32.8%[inhibitor]	13.1%	i	120.3%[activator]	34.0%	?	8.8%	-1.2%
O=C(C1CCCCC1)N1CCN(C(=O)C2CCCCC2)CC1	-16.2%	-10.7%	-6.4%	i	0.0%	16.1%	12.9	-2.0%	1.3%
Cc1ccc(CNS(=O)(=O)c2ccc3c(c2)OCCO3)cc1	i	0.0%	?	i	-9.7%	.	-6.6	-3.8%	15.8%
Fc1cccc(C2CCCCN2Cc2nc(C3CC3)no2)c1 (configuration not stated)	i	20.5%	-12.1%[0.397 µM]	i	?	3.1%	5.3	8.9%	-0.4%
O=C(c1cc([N+](=O)[O-])ccc1N1CCOCC1)N1CCOCC1	i	3.3%	0.3%	i	10.1%	3.1%	3.5	-0.9%	-2.4%
c1cncc(-c2nc3ccccn3c2Nc2ccc3c(c2)OCCO3)c1	i	-2.3%	?	i	13.9%	5.9%	-18.6	17.7%	-2.5%
COc1ccc(S(=O)(=O)N2CCOCC2)cc1C(=O)Nc1cc(C)on1	i	3.1%	4.7%	i	27.3%	-3.7%	6.9	1.6%	-9.6%
CCOc1ccc(NCc2nnc(SCC(=O)Nc3nc(-c4ccccc4)cs3)n2-c2ccccc2)cc1	i	8.2%	3.4%	i	21.9%	.	0.9	-8.9%	-4.7%
COC(=O)c1cccc(C23CC4(C2)[C@H](CN(Cc2cccnc2)[C@@H]4c2ccccc2)C3c2ccc(Cl)nc2)c1 (some centres not stated)	i	0.1%	-3.5%	i	?	11.2%	3.9	-1.3%	1.1%
O=S(=O)(Nc1cccnc1Cl)c1ccc(-c2ccccc2)cc1	-14.8%	-2.1%	6.4%	i	-16.1%	25.2%	4.9	0.5%	-29.2%
Cc1ccc(S(=O)(=O)Nc2ccc3nc(C)sc3c2)c(C)c1	-49.8%[inhibitor]	-13.3%	12.6µM*	i	-7.3%	19.0%	14.7	-0.2%	4.8%
CCN1CCN(C(=O)Nc2cc(Cl)ccc2OC)CC1	-12.8%	-14.1%	-18.5%	i	-23.7%	18.4%	-26.1	-1.5%	2.1%
CC(C)c1cc(C(=O)N2CCCC(Nc3ccc(F)c(F)c3)C2)nc(N)n1 (configuration not stated)	i	17.4%	10.6%	i	-16.1%	10.1%	-13.0	0.2%	1.3%
CC(C)(O)c1[nH]c2cc(C(F)(F)F)ccc2c1C(C)(C)O	-47.5%[inhibitor]	?	35.5µM*	i	?	-10.7%	?	-4.3%	12.8%

Complete entries, looked up by structure. Screens in order: PTHR1 ag, Abeta rescue, TDP43 rescue, pAkt inh, GLP1R inv ag, FUS suppressor, D3 antag, GLP1R ag, aSyn rescue
C[C@]1(C(=O)O)C=C[C@@H](Cc2ccccc2)N1C(=O)c1ccccc1 is entered as -17.7%, -22.3%, -2.5%, i, 10.6%, -1.4%, -9.6, -3.4%, 1.4%
CC1=CC(C)(C)N(C(=O)CSc2ncn[nH]2)c2ccc(C)cc21 is entered as -10.9%, 9.4%, -9.4%, i, -0.6%, -6.9%, 9.0, -0.8%, 0.5%
O=C(N/N=C/c1cccs1)/C(=C/c1ccccc1)NC(=O)c1ccccc1 is entered as i, -7.0%, -2.6%, i, 1.2%, ., 8.8, 0.1%, 0.0%

Carrying on:
SMILES	PTHR1 ag	Abeta rescue	TDP43 rescue	pAkt inh	GLP1R inv ag	FUS suppressor	D3 antag	GLP1R ag	aSyn rescue
O=C(CSc1ccc(-c2ccncc2)nn1)N1CCN(c2ccccc2)CC1	-86.6%[inhibitor]	-8.3%	-23.2%	i	7.5%	34.9%	8.2	4.5%	-0.5%
Cc1ccccc1OCCn1c(-c2ccc(Cl)cc2)nc2ccccc2c1=O	i	-16.3%	16.4%	.	-0.2%	-11.2%	.	.	.
Cc1cc(CNC(=O)Cn2nc(C)c([N+](=O)[O-])c2C)c2ccccc2n1	4.8%	0.6%	0.2%[9.22 µM]	i	8.1%	12.1%	-2.8	8.9%	0.8%
Cc1ccc(C)c(OCC(=O)N/N=C/c2ccsc2)c1	i	18.6%	6.4%	i	?	5.7%	40.3	-1.1%	3.8%

High-throughput results: PubChem, National Center for Advancing Translational Sciences (NCATS)

Some of the compounds tested (hit frequency here may not be typical).
